Assay outcomes: PubChem, The Scripps Research Institute Molecular Screening Center
GPR151 ag – human GPR151 activation. Q8TDV0. PathHunter beta-arrestin GPR151 cells, luminescence. activation, % at 11.2 µM. 1% of 650,000 active. AID 1508602; in the data active means activation above about 4.9%;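 further: 0% = median of compound wells and 100% = cells with positive control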
Target sequence (Q8TDV0 whole entry, looked up): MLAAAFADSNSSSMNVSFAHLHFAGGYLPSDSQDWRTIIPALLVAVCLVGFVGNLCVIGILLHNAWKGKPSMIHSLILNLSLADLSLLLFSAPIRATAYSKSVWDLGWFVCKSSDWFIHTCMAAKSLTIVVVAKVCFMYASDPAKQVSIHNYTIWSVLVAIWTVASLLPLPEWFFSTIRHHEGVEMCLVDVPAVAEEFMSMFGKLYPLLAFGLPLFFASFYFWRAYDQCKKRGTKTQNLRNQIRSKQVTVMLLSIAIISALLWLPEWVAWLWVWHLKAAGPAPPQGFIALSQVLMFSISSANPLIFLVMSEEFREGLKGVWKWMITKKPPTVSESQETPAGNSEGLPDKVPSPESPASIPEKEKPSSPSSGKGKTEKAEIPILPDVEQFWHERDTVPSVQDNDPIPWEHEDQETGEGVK
FBW7 activator – activators of human E3 ligase FBW7 | 0.13% of 650,000 active | AlphaScreen FBW7–phospho-cyclin E peptide binding, activator screen | Q969H0 | normalized activity (activation), % at 26.1 µM; in the data active means normalized activity above about 1.9%;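 further: purified mutant Fbw7 with reduced substrate affinity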
TEAD-YAP inh – TEAD-YAP interaction inhibition; AID 1259422; inhibition, % at 9.12 µM; 1.4% of 640,000 active; HEK-TIYL cells, TEAD-Gal4/YAP UAS-luciferase luminescence; in the data active means inhibition above about 32%;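 further: 0% = median of test compound wells and 100% = reference inhibitor wells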
MITF inh – inhibitors of human MITF; O75030; AlphaScreen MITF homodimerization, bead proximity signal; inhibition, % at 2.6 µM; 0.91% of 650,000 active; AID 1259374; in the data active means inhibition above about 50%;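 further: 0% = vehicle wells with protein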
Target sequence (O75030 whole entry, looked up): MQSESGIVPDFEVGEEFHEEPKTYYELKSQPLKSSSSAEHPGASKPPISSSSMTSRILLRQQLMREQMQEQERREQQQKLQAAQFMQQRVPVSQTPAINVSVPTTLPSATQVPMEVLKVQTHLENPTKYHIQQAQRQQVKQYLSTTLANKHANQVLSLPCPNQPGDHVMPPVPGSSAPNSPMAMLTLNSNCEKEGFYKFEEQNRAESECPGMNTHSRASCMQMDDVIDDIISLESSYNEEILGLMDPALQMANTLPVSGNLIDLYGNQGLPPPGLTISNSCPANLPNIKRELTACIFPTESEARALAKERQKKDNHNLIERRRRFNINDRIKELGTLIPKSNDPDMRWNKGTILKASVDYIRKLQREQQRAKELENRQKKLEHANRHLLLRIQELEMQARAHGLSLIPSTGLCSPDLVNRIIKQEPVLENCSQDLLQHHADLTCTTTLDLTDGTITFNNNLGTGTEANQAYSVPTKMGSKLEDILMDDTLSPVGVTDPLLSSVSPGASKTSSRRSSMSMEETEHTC
Numbers without * were called inactive; · = no result given; & = joins results of further samples. Not a hit list. Share with any hit: about 3.4%.

molecule | GPR151 ag | FBW7 activator | TEAD-YAP inh | MITF inh
CC(C)(C)NC(=O)C(c1cccnc1)N(C(=O)c1ccc(Cl)nc1)C1CCCC1 (centres undefined) | 0.8 | -0.1 | -9.8 | -6.8
COc1ccc(CN(Cc2ccccn2)C(=O)CN2C(=O)COc3ccccc32)cc1 | 0.5 | 0.2 | 26.9 | 9.7
Cc1cc(NC(=O)CSc2ccc3nnc(-c4cccs4)n3n2)no1 | -1.6 | -0.3 | -5.4 | -4.9
COC(=O)c1ccccc1NC(=O)C1C(C)C=CCC1C(=O)O (centres undefined) | -1.5 | 0.0 | -4.1 | 7.8
CC(=O)c1cccc(NC(=O)c2cc(C)nn2-c2ccccc2)c1 | -0.9 | 0.0 | 2.6 | 10.9
CCOC(=O)C1=C(C)C(c2ccccc2OC)NC(=O)N1 (centres undefined) | 0.4 | -0.1 | -8.9 | 1.0
O=C(NCC1CCCO1)c1ccc(N2CCN(c3ccccn3)CC2)c([N+](=O)[O-])c1 (centres undefined) | 0.1 | 0.0 | 11.5 | 5.5
CC(=O)Nc1cccc(C(=O)/C=C/c2ccc(Br)cc2)c1 | -0.6 | 0.0 | 7.1 | 22.0
O=C1CSC(c2ccc([N+](=O)[O-])cc2)N1c1cc(Cl)cc(Cl)c1 (centres undefined) | 1.8 | -0.6 | -2.0 | 6.8
CC(C)(C)CN1CCNC(=O)C1CC(=O)NCc1c(F)cccc1F (centres undefined) | 1.4 | 0.0 | -2.8 | -3.0
CN1C(=O)N(C)C2(c3ccccc3)N(C)C(=O)N(C)C12c1ccccc1 (centres undefined) | 0.3 | -0.1 | 10.6 | 2.2
O=C(c1cccs1)c1ccc(OCCCO)c(Cl)c1Cl | 0.3 | · | · | -0.5
O=C1OC(c2ccc3c(c2)OCO3)=N/C1=C\c1cccc2ccccc12 | -0.7 | -0.1 | 1.7 | 7.0
CC(=O)N1CCC(Oc2ccc(-c3ccc(N(C)C)nc3)cc2)CC1 | 1.2 | 0.3 | 15.5 | 19.3
CC(C)C/C=N/NC(=O)c1ccc(O)cc1 | -0.7 | 0.0 | -31.2 | 4.4

Next section:
molecule | GPR151 ag | FBW7 activator | TEAD-YAP inh | MITF inh
CCOC(=O)N1CCC(N(C(=O)Nc2ccc(Cl)cc2)C(C)CC)CC1 (centres undefined) | 2.8 | 0.1 | -10.3 | 8.4
CCCCCN1C(=O)C(=O)c2ccccc21 | 1.9 | -0.1 | -0.6 | -3.4
CCCCNC(=O)CC(CC)NS(=O)(=O)c1ccc(OC)cc1 (centres undefined) | -0.4 | -0.1 | 3.8 | 0.3
O=C(CCNS(=O)(=O)c1ccc(Cl)cc1)Nc1ccc(Cl)cc1 | 0.6 | -0.2 | 3.2 | -3.6
O=c1c2ccccc2[nH]c(=S)n1Cc1ccccc1 | 0.6 | 0.0 | 7.0 | 13.2
COc1ccccc1[C@@H]1C[C@H](OC(=O)c2ccc(F)cc2)C(=O)N1C | 0.3 | 0.1 | -1.8 | -20.3
C/C(=N\NC(=O)CNC(=O)c1cccc(F)c1)c1ccc(F)cc1 | -0.4 | 0.1 | 0.1 | 5.7
O=C(COc1ccc(Cl)cc1Cl)Nn1c(-c2ccccc2F)nc2ccccc2c1=O | -0.4 | 0.1 | 0.1 | 12.8
CCCSc1nnc(NC(=O)Nc2ccc(Cl)cc2)s1 | -0.7 | 0.1 | 8.0 | 12.8
O=C1c2ccc3c4c(ccc(c24)C(=O)N1c1ccc(O)cc1)CC3 | 0.5 | -0.1 | -0.8 | 5.1
Cc1ccc(-c2n[nH]c3c2C(c2ccccc2F)N(c2ccc(F)cc2)C3=O)cc1 (centres undefined) | 2.1 | -0.1 | 11.5 | -10.7
Cc1ccc(S(=O)(=O)NNC(=O)c2c(C)cc(C)cc2C)cc1 | 2.1 | 0.1 | 2.4 | 5.6
O=C(Cc1ccc(Cl)c(Cl)c1)OCCN1CCCC1 | 0.2 | -0.1 | 1.3 | 25.6
COc1ccc(NC(=O)CSCCc2ccccn2)cc1OC | -0.2 | 0.1 | 5.9 | 7.4
CCOC(=O)c1sc(NC(=O)CSc2nnc(CNC(=O)Cc3ccc(OC)cc3)n2C2CCCCC2)c(C(=O)OCC)c1C | -0.6 | -0.1 | 9.8 | 21.3

Continued:
molecule | GPR151 ag | FBW7 activator | TEAD-YAP inh | MITF inh
CCCOC(=O)c1ccc(Nc2c(C(=O)OCC)cnc3ccc(OCC)cc23)cc1 | -0.5 | 0.4 | -7.1 | 20.0
CC(=O)c1cccc(Nc2cc(C)nc3ccc(C)cc23)c1 | -0.6 | -0.1 | 6.6 | 14.2
COc1ccc(Cl)cc1NC(=O)Nc1c(C)n(C)n(-c2ccccc2)c1=O | 0.6 | 0.0 | 7.3 | -10.9
COc1ccc(C2NC(=O)NC(C)=C2C(=O)c2ccccc2)cc1 (centres undefined) | -1.1 | 0.1 | 3.2 | 2.1
CCCOC(=O)c1ccc(NC(=O)c2ccc(OC)c(OC)c2)cc1 | -3.2 | 0.1 | -4.7 | -5.0
CCc1nnc(NC(=O)c2sc3nc4cc(C)c(C)cc4cc3c2N)s1 | -0.1 | 0.3 | -0.2 | 12.7
COc1cc(C2C3=C(CC(C)(C)CC3=O)OC3=C2C(=O)CC(C)(C)C3)cc(Br)c1O | -0.5 | 0.1 | 6.3 | 6.1
CCCCCn1c(=S)[nH]c2cc(C(=O)N3CCc4ccccc4C3)ccc2c1=O | -1.2 | -0.1 | 2.9 | 5.8
Cc1ccc(-c2cc(C(F)(F)F)n3nc(C(=O)NC(C)(C)CC(C)(C)C)cc3n2)cc1 | 0.2 | 0.1 | 1.9 | 14.1
CCCC(NC(=O)c1ccc(/C=C2/SC(=S)N(C)C2=O)cc1)C(=O)O (centres undefined) | 0.4 | -0.1 | 1.0 | 0.6
Cc1ccc2c(c1)N(CCC(=O)NCc1cccnc1)C(=O)CO2 | 1.1 | -0.1 | 8.4 | -8.6
CCOC(=O)C(C)N1C(=O)S/C(=C/c2cc(C)n(-c3ccc4c(c3)OCO4)c2C)C1=O (centres undefined) | 0.0 | 0.0 | 0.3 | 6.7
COC(=O)c1ccccc1NC(=O)c1oc(=O)c2ccccc2c1-c1ccccc1 | 1.0 | 0.1 | -1.0 | 2.5
O=C(Nc1ccc(F)c(Cl)c1)c1cc(S(=O)(=O)NCc2ccccc2Cl)ccc1F | -0.4 | 0.0 | 9.5 | 9.1
Cc1ccc(-c2nc(Cn3nc(C)c([N+](=O)[O-])c3C)cs2)cc1 | 0.4 | 0.1 | -2.1 | 6.1

Next results.
molecule | GPR151 ag | FBW7 activator | TEAD-YAP inh | MITF inh
c1ccc(-c2nnn(Cc3nnc4n3CCCCC4)n2)cc1 | -0.4 | 0.3 | -0.8 | 9.6
Cc1cccc(/C=N\Nc2cn[nH]c(=O)c2Cl)c1 | -4.3 | 0.0 | -25.5 | -3.4
C/C(CC(=O)Nc1cccc(Cl)c1)=N\NC(=O)c1ccccc1O | -0.3 | 0.0 | -24.5 | -2.9
O=C(CCCn1c(SCC(=O)c2ccc(F)cc2)nc2cc3c(cc2c1=O)OCO3)NCc1ccc2c(c1)OCO2 | 0.1 | -0.1 | -6.9 | -7.0
CCC(C)NC(=O)Cn1cnc2sc3c(c2c1=O)CCCC3 (centres undefined) | 1.6 | 0.1 | -6.3 | -8.8
CC1(C)Cc2c(c(N3CCCC3)nc3sc4c(N5CCCC5)ncnc4c23)CO1 | 0.5 | 0.0 | 4.2 | -4.9
COCc1ccc(CN2Cc3ccccc3OC(c3ccccc3)C2)o1 (centres undefined) | -0.5 | -0.4 | 1.4 | 3.8
CCCNC(=O)Cc1cn(-c2ccc(NCc3ccc4c(c3)OCO4)nn2)c2ccccc12 | 0.5 | -0.2 | -6.9 | 6.7
COc1ccc(CCNC(=O)c2csc(N3CCCC3CO)n2)cc1 (centres undefined) | 0.5 | 0.2 | 6.8 | 1.9
Cc1cc(C)nc(NS(=O)(=O)c2ccc(NC(=O)C3COc4ccccc4O3)cc2)n1 (centres undefined) | -1.1 | -0.1 | -16.2 | 5.5
CCOCCCNC(=O)CC1C(=O)NCCN1Cc1ccc2ccccc2c1 (centres undefined) | 0.2 | 0.3 | 4.9 | 15.7
CCC1CN(CCNC(=O)c2cccc(C(=O)OC)c2)Cc2cc(OC)ccc2O1 (centres undefined) | -0.7 | 0.1 | 3.2 | 1.1
COc1ccc2sc(N(Cc3ccccn3)C(=O)CSCc3ccccc3)nc2c1 | 1.0 | 0.0 | -14.3 | -4.1
COc1cccc(CNC(=O)CCNc2c(N3CCCC3)c(=O)c2=O)c1 | 1.1 | 0.0 | -2.2 | -2.6
Cn1nnnc1SCC(=O)Nc1nc(=O)c2ccccc2s1 | -1.4 | -0.1 | -35.9 | 6.5

(next part)
Structure	GPR151 ag	FBW7 activator	TEAD-YAP inh	MITF inh
CS(=O)(=O)c1ccc2nc(NC(=O)Cc3ccc([N+](=O)[O-])cc3)sc2c1	1.9	0.0	11.2	-5.0
Cc1ccc(N(CC(=O)N2CCCC2)S(C)(=O)=O)cc1C	2.6	0.0	0.8	-2.2
CCOC(=O)c1csc(NC(=O)c2ccc(C(C)=O)cc2)n1	-0.1	0.4	-19.7	19.2
O=c1[nH]c(=O)n(CCc2ccc(F)cc2)c(O)c1C=Nc1ccccc1Cl	0.7&-0.8	-0.2&0.1	5.8&10.0	2.5&9.9
CCSc1nnc(NC(=O)CC(NC(=O)C(F)(F)F)c2ccc(OC)cc2)s1 (centres undefined)	-0.8	0.6	10.2	12.2
O=C(Nc1ccc(-c2nc3ccccc3[nH]2)cc1)c1ccc(S(=O)(=O)N2CCc3ccccc32)cc1	1.4	0.7	-4.6	9.1
CN(C)NS(=O)(=O)c1ccc2c(c1)oc(=O)c1cc(S(=O)(=O)NN(C)C)ccc12	0.1	0.2	21.3	13.9
O=C1C=C(N2CCOCC2)C2(CCCCC2)O1	-0.8	0.1	6.8	-3.3
CCCCC(Sc1nc(C)cc(=O)[nH]1)C(=O)O (centres undefined)	0.3	0.0	10.9	4.1
CC(C)n1c(Nc2ccc(-n3ccnc3)cc2)nc2c(NC3CCN(Cc4ccccc4)CC3)ncnc21	-1.5	-0.1	16.7	-6.1
COc1cc(/C=C2/C(=N)N3N=C(C(C)C)SC3=NC2=O)cc(Br)c1OCc1ccccc1F	0.7	0.0	7.2	7.8
O=C(N/C=C/c1ccco1)OCc1ccccc1Cl	-0.4	0.1	-0.1	-3.9
CCOc1ccc(C(=O)Oc2cc(=O)oc3ccccc23)cc1	-0.6	-0.1	1.5	7.1
Cc1c(-c2ccccc2)nc2ccccc2c1C(=O)N1CCCC(CO)C1 (centres undefined)	0.3	-0.1	-1.1	6.9
CSc1ccccc1NC(=O)CN(c1ccc(Br)cc1)S(C)(=O)=O	0.2	0.2	6.1	13.1
O=C(NCc1ccc(Cl)c(Cl)c1)c1ccc(N2CCC3(CC2)OCCO3)c([N+](=O)[O-])c1	-1.2	-0.1	12.2	6.8
CCCCCCCC(=O)Nc1nnc(C(F)(F)F)s1	-0.4	0.0	7.6	4.8
Cc1ccccc1CSc1nc2ccccc2c(=O)n1CCC(=O)N1CCN(c2ccccc2)CC1	-1.0	0.0	-18.6	-13.6
COc1ccccc1NC(=O)NC1(C(=O)N2CCOCC2)CCCCC1	-0.8	0.2	7.2	4.4
COc1ccc(-c2csc3nc(-c4ccccc4F)oc(=O)c23)cc1	-1.2	0.0	-2.2	-5.0

(next part)
Structure	GPR151 ag	FBW7 activator	TEAD-YAP inh	MITF inh
COCCN(Cc1cc2ccc(C)cc2[nH]c1=O)C(=O)c1cccs1	-0.1	0.1	-3.1	0.8
CCOC(=O)c1c(NC(=O)CSc2nnc(CNC(=O)c3ccc(OC)cc3)n2-c2cccc(Cl)c2)sc2c1CCCC2	0.2	-0.1	-4.2	2.3
COc1ccc(C(=O)/C=C/Nc2cc(Cl)ccc2O)cc1OC	-0.2	-0.1	-56.3	-13.3
O=C1CC(Cc2ccc(Cl)cc2)C(=O)N1Cc1ccccc1 (centres undefined)	-0.2	0.1	6.6	11.8
COc1ccccc1NC(=O)C(C(C)C)N1C(=O)c2ccccc2C1=O (centres undefined)	-0.5	0.1	1.0	10.1
N#Cc1ccc(-c2ccc(OC(=O)c3cccnc3)cc2)cc1	2.5	0.0	0.3	13.0
Cc1cccc(C(=O)Nc2ccc(C(=O)Nc3ccc(C(N)=O)cc3)cc2)c1	-4.5	0.0	-16.6	2.8
CCN1CC2([N+](=O)[O-])C(=O)c3ccccc3C([N+](=O)[O-])(C1)C2CC(C)=O (centres undefined)	-1.2	0.0	-5.4	-9.3
CC1=C(C(=O)OCc2ccc(C)cc2)C(c2cccc(Cl)c2)NC(=O)N1 (centres undefined)	2.3	0.2	0.7	4.8
O=c1[nH]c2cc3c(cc2cc1C(c1nnnn1C1CCCC1)N1CCCC1)OCCO3 (centres undefined)	0.1	0.0	-4.8	-2.2
